# DENV2 CPE rescue = inhibitors of DENV2 cytopathic effect, primary screen, cell-based, plate reader, single concentration; DENV2-infected cells, cytopathic effect rescue; CPE inhibition, % at 9.99 µM; actives 1.7% (n = 350,000); AID 651640, 2012; in the data active = CPE inhibition above about 20%, passing the limit was not always enough; inconclusive = no clear call, values can overlap the other calls; tested in BHK-21 cells;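 also: 0% = median of neutral control wells and 100% = median of positive control wells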
# PAX8 reporter = inhibitors of PAX8-driven TPO luciferase reporter, primary screen, RMG-I cells, single concentration; SteadyGlo, 24 h; inhibition, % at 12.6 µM; actives 1.2% (n = 360,000); AID 652154, 2013;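 active = mean replicate inhibition at least 60% with every replicate also reaching 60%; inconclusive = only one of the two criteria is met; inactive = mean below 60% and not all replicates reaching 60%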;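 also: luciferase light reporting Pax8 driven TPO promoter activity; plate controls were median of neutral control wells for no effect and mitoxantrone controls for full effect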
# miR122 inh = miR-122 Renilla sensor signal increase in Huh7, primary screen, miR-122 inhibitor project, cell-based, single point, plate reader; Huh7 miR-122 Renilla luciferase sensor, 48 h; neutral wells = 0, positive control = 100; activation (reporter increase), % at 12.5 µM; actives 0.3% (n = 340,000); AID 602342, 2012;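 active = mean replicate activation score at least 90 and every replicate individually at or above 90; inconclusive = only one of the two criteria met; inactive = neither criterion met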;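 also: higher luciferase means less miR-122 activity so hits act as miR-122 inhibitors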
# EWS-Fli inh = EWS/Fli-driven NR0B1 reporter inhibitors, primary screen, A673 cells, NR0B1 luciferase, luminescence, MLPCN library | actives 0.67% (n = 350,000) | inhibition, % at 12.6 µM | viability-normalised;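 active = mean inhibition of at least 50% after viability correction, with every replicate also passing that limit; inconclusive = mean reaches 50% but only one of two replicates passes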;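 also: firefly luciferase signal divided by Alamar Blue viability fluorescence both relative to DMSO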
# INS-1E GSIS act = GLuc luminescence reporter in INS-1E cells, primary screen for activators of glucose-dependent secretion of insulin. actives 0.61% (n = 370,000). AID 743287, 2014. activation, % at 16.6 µM. INS-1E GLuc reporter insulin secretion, 2-3 h;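 active = lowest replicate activation of at least 40%, so every replicate reaches that level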;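 also: 0% = median of neutral control wells and 100% = median of IBMX positive control wells; some compounds called inactive have numbers as strong as hits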
# CFTR F508del cor = F508del CFTR correction, initial screen, CFBE line, single point. CFBE cells, YFP halide quenching; stimulated with forskolin plus potentiator P3; % fluorescence drop versus neutral controls. activity (quench increase), % at 7.58 µM. actives 0.36% (n = 350,000);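 active = mean added fluorescence quench of at least 8% versus neutral control, with both replicates also reaching 8%; inconclusive = only one of the mean or replicate conditions met; inactive = mean below 8% and not both replicates reaching 8%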;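 also: cells transiently co-express mutant CFTR-F508del with the halide-sensitive YFP; corrector assay measuring rescue of mutant channel to the surface after 24 h compound exposure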
# FN deposit inh = inhibitors of fibronectin matrix deposition, primary screen, AH1F cells, Alexa488-fibronectin fluorescence, plate reader | AH1F fibroblasts, overnight | inhibition, % at 12.6 µM | AID 743247, 2014 | actives 0.086% (n = 350,000);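 active = mean inhibition across replicates of 30% or more, regardless of how many single replicates reach that level; inconclusive = mean under 30% yet at least half of replicates reach 30%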;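 also: positive control wells lacked labelled fibronectin entirely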
#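 Test system: AH1F fibroblast monolayer depositing Alexa488-labelled fibronectin into matrix. Input: 10000 cells per well. Technique: fluorescence, ex 485 nm, em 525 nm. Buffer or medium: DMEM plus 2% serum, read in PBS. Timing: 1 h cell adhesion before compound, then overnight fibronectin incubation. Compound: single dose, pinned. Read-out basis: inhibition from reduced deposited-fibronectin fluorescence.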
# The depositor's hits bear a star; ? = inconclusive; / = no result given; & = joins results of further samples; [ ] = remark or other dose.
# The opening 3 entries, to show the layout:
SMILES,DENV2 CPE rescue,PAX8 reporter,miR122 inh,EWS-Fli inh,INS-1E GSIS act,CFTR F508del cor,FN deposit inh
Cc1ccccc1-c1nc(CS(=O)(=O)CC(=O)NC(C)c2ccccc2)c(C)o1 (stereo not drawn),2,13,-1,4,3,-2.6,2
COC(C/C=C/[C@H](O)[C@@H](C)OCc1ccccc1)OC,?,-19,/,-6,0,1.7,0
CSc1nsc(SC)c1NC(=O)OC1CCCCC1,/,-9,1,/,/,/,2

# All compounds of this part, from the first entry:
SMILES,DENV2 CPE rescue,PAX8 reporter,miR122 inh,EWS-Fli inh,INS-1E GSIS act,CFTR F508del cor,FN deposit inh
Cc1ccccc1-c1nc(CS(=O)(=O)CC(=O)NC(C)c2ccccc2)c(C)o1 (stereo not drawn),2,13,-1,4,3,-2.6,2
COC(C/C=C/[C@H](O)[C@@H](C)OCc1ccccc1)OC,?,-19,/,-6,0,1.7,0
CSc1nsc(SC)c1NC(=O)OC1CCCCC1,/,-9,1,/,/,/,2
COc1ccc(NS(=O)(=O)c2cccc(C(=O)NNC(=O)c3cccc(NC(C)=O)c3)c2)cc1,2,2,0,-3,13,-2.1,2
CCCNC(=O)N1C[C@@H]2[C@H](c3ccccc31)[C@H](CO)N2C(=O)C1CCOCC1,-6,-21,-40[16.7 µM],1,2,1.5,/
C[C@H]1CN([C@@H](C)CO)C(=O)c2c(c3ccccc3n2C)-c2ccccc2CO[C@H]1CN(C)C(=O)Nc1ccccc1,1,/,/,17,-13,1.4,4
CCC(=O)Nc1ccc2c(c1)C(=O)N(C)C[C@H](OC)[C@@H](C)CN(C(=O)CN(C)C)[C@H](C)CO2,/,/,-3[16.7 µM],8,12,1.8,-8
Cc1nnsc1C(=O)N1CCCC(Nc2ccc(C(C)C)cc2)C1 (stereo not drawn),4,0,-4,-2,8,1.4,2
COc1cccc(NC(=O)N(C)C[C@H]2Oc3ncc(C#Cc4ccncc4)cc3C(=O)N([C@H](C)CO)C[C@@H]2C)c1,/,-22,4[16.7 µM],4,-6,-0.3,/
CCCNC(=O)c1cc(C2CCCCN2S(=O)(=O)c2cn(C)cn2)on1 (stereo not drawn),6,-3,2,-5,1,4.4,7
O=C([C@H]1[C@H](CO)[C@H]2Cn3c(ccc(C4=CCCC4)c3=O)[C@@H]1N2C(=O)c1cccnc1)N1CCOCC1,19,-1,-6[16.7 µM],-4,-4,-1.1,1
CCCc1nn(C)c2c(=O)[nH]c(-c3cc(S(N)(=O)=O)ccc3OCC)nc12,2,16,-2,-3,4,1.2,-3
COC(=O)C1CN(C(=O)COc2cc(C)c(Cl)c(C)c2)c2ccccc2O1 (stereo not drawn),0,-4,/,7,-28,2.1,1
CO[C@@H]1CN(C)C(=O)c2cc(NC(=O)C3CCCC3)ccc2OC[C@H](C)N(C(C)=O)C[C@H]1C,/,-14,-13[16.7 µM],-1,-3,0.5,5
COc1ccc(C(C)(O)c2nc(-c3ccc4ccccc4c3)cs2)cc1 (stereo not drawn),3,-17,-2,-14,-7,-0.1,-1
Nc1ncc2[nH]c(N)nc2n1,6,-10,/,-12,14,-4.0,-5
COc1ccc(CCNC(=O)C/C(C)=N/NC(=O)C2CCCCC2)cc1OC,5,-5,/,-1,8,/,-4
COc1ccc(N2CC(O)=C(c3nc4ccccc4s3)C2=N)cc1,2,/,31,-48,13,-3.2,/
CCOC(=O)N1CCN(S(=O)(=O)c2c(C)nc3sccn3c2=O)CC1,4,2,1,5,-3,-3.3,16
CC(C)CNS(=O)(=O)c1ccc(CCC(=O)NCCc2ccccc2)cc1,-2,-1,13,6,7,1.2,-8
Cc1ccc2oc3ccccc3c(=O)c2c1,?,/,-1,-120,9,-5.8,/
CN(C)c1ccc(C=O)c(Oc2ccccc2)c1,-2,-22,/,-9,/,4.6,11
C[C@@H]1CCCCO[C@@H](CN(C)C(=O)Nc2ccc(F)cc2)[C@H](C)CN([C@H](C)CO)C(=O)c2cc(NC(=O)C3CCCCC3)ccc2O1,32*,6,-11[16.7 µM],4,-11,3.5,/
N#CC1=C2N=C(N)c3ccccc3N2C2=C(C(=O)CCC2)C1c1ccccc1F (stereo not drawn),11,28,2,18,/,1.1,2
O=C(c1ccc(F)cc1)N1CC[C@@H]2[C@H](CO)Nc3ccc(-c4ccccc4F)cc3[C@@H]21,?,3,27[16.7 µM],4,2,0.2,-10
CN1CCCCC(NC(=O)c2ccccn2)C1=O (stereo not drawn),?,-10,/,-4,7,-1.8,-16
O=C(Cn1c(CO)nc2ccccc21)NCc1ccc2c(c1)OCO2,4,10,-4,5,2,0.1,4
COc1cc(Cc2nccc3cc(OC)c(OC)cc23)c(NC(C)=O)cc1OC,-2,21,/,-20,4,-0.5,-6
Cc1cccc(NC(=O)c2ccc3c(c2)OCCO3)c1,-1,-1,-1,43,13,0.1,18
CCOc1cc(/C=N/NC(=O)N/N=C/c2ccc(O)c(OCC)c2)ccc1O,2,19,/,-16,5,11*,-2
NC(=O)C1CCN(C(=O)Cn2cccc2C(=O)c2ccccc2)CC1,/,4,-1,/,/,/,-28
Cc1ccc(S(=O)(=O)Nc2cccc3c2O[C@H](CN(C)S(=O)(=O)c2cccs2)[C@@H](C)CN([C@@H](C)CO)C3=O)cc1,63*,-22,-1[16.7 µM],-9,3,1.3,/
COCC(=O)N/N=C\c1cccc(OC)c1OC/C=C/c1ccccc1,5,-2,-6,-6,33,7.5,/
C[C@H](CO)N1C[C@H](C)[C@H](CN(C)S(=O)(=O)c2ccc(C#N)cc2)OCc2ccccc2-c2c(n(C)c3ccccc23)C1=O,0,/,/,-7,5,-0.3,11
Nc1ccnc(Oc2ccc(F)cc2)c1,/,-14,/,/,11,/,-5
O=C(O)CCCCn1c(SCC(=O)Nc2ccccc2C(F)(F)F)nc2ccsc2c1=O,-8,28,/,13,13,0.0,4
O=c1nc2ccccc2c(NS(=O)(=O)c2ccccc2)n1-c1ccccc1,/,-7,-2,/,/,/,-2
Cc1ccc(C)c(Cn2nnc3c(=O)[nH]c(C4CCCN(C(=O)c5ccco5)C4)nc32)c1 (stereo not drawn),-5,13,/,9,20,2.2,13
O=C1/C(=C/c2cccnc2)SC(=S)N1N1CCOCC1,-6,-8,/,11,/,-2.4,-3
CC(=O)c1c(C)oc2ccc(OCc3ccccc3)cc12,4,-35,1,-50,-13,-2.2,-6
O=C(CNC(=O)c1ccco1)Nc1cccc(Cl)c1,3,14,/,8,4,-1.6,0
Cn1cnnc1SCC(=O)Nc1ccc(Oc2ccccc2)cc1,?,-10,/,-14,6,-3.3,/
CCN(CC(=O)Nc1ccc(NC(C)=O)cc1)C(=O)Cc1ccc(S(=O)(=O)N2CCOCC2)s1,1,10,0,-1,1,0.7,1
CCc1ccnc(NS(=O)(=O)c2ccc3c(c2)OCCO3)c1,4,-14,-8,-6,9,/,0
C[C@H](CO)N1C[C@H](C)[C@@H](CN(C)S(=O)(=O)c2ccccc2)Oc2c(NC(=O)NC3CCCCC3)cccc2C1=O,8&-19,19&23,5[16.7 µM],2&15,-14&-13,-0.4&0.6,-14
COc1cc(OC)cc(-c2c(C#Cc3ccsc3)c3cc(-c4ccc(N(C)C)nc4)ccc3n2C)c1,-1,21,6,-4,0,-0.3,2
NC(=NCCc1c[nH]c2ccccc12)NS(=O)(=O)c1ccc2ccccc2c1,/,-3,/,/,-34,/,-2
COc1cc(C(=O)NCC(=O)N2CCN(S(=O)(=O)c3ccccc3C(F)(F)F)CC2)cc(OC)c1OC,15,2,/,5,/,1.5,-1
COCCCN1C(=O)C(CC(=O)NCCCCc2ccccc2)CC(C(=O)N2CCOCC2)=C1C (stereo not drawn),-3,-4,-3,-4,7,0.2,-5
COCCNC(=O)C[C@H]1CC[C@H](NS(=O)(=O)c2ccc(C)cc2)[C@H](CO)O1,-2,-1,/,-3,1,1.0,-7
CCOC(=O)[C@]12CCC=C1N(CCC1=CCCCC1)C(=O)[C@H](CC(=O)NCCc1ccccc1OC)C2,16,4,/,-6,-31,1.2,/
Clc1ccc(-n2nnnc2-c2cnc3ccccc3c2-c2ccccc2)cc1,-6,4,/,20,/,1.4,3
COCC(=O)N(C)C[C@@H]1Oc2cc(-c3cncnc3)ccc2S(=O)(=O)N([C@@H](C)CO)C[C@@H]1C,-4,/,-3[16.7 µM],0,15,-2.5,4
CCNC(=O)[C@@H]1[C@@H](CO)[C@@H]2Cn3c(ccc(-c4ccccc4OC)c3=O)[C@@H]2N1CC,1,-2,-1[16.7 µM],-1,14,-1.3,/
C=CCNC(=O)CSc1nnc(C(CC)N(C)C)n1C1CCCCC1 (stereo not drawn),0,-4,-6,20,-28,-1.6,-5
CC(C)N(C(=O)Cn1c(-c2cccnc2)ccc(C#N)c1=O)C(C)C,-6,6,5,-11,5,0.6,-4
CCN1CCc2c(sc(NC(=O)c3ccc4ccccc4c3)c2C(N)=O)C1,-1,-72,-6,-63,8,2.0,5
CCc1cc(Cn2nc(-c3ccccc3C)cc2C(=O)O)on1,25*,10,-4,-7,11,0.7,-4
O=C(/C=C/c1ccccc1[N+](=O)[O-])NCc1ccncc1,-2,26,/,-1,4,-0.9,/
O=C(CNC(=O)[C@@H]1Cc2ccccc2CN1)Nc1ccc2c(c1)OCO2,-5,-2,-2,-15,32,0.0,7
# Additional results.
SMILES,DENV2 CPE rescue,PAX8 reporter,miR122 inh,EWS-Fli inh,INS-1E GSIS act,CFTR F508del cor,FN deposit inh
COc1ccc(S(=O)(=O)N2CCCC2CNC(=O)c2cccc(OC)c2)cc1 (stereo not drawn),8,-6,4,1,11,-0.6,/
CCN(CC(=O)Nc1ccc(NC(C)=O)cc1)C(=O)CCN1C(=O)C2CC=CCC2C1=O (stereo not drawn),7,5,0,-9,7,-4.9,-7
C[C@@H]1CN([C@@H](C)CO)C(=O)c2cc(-c3ccncc3)cnc2O[C@H]1CN(C)C,9,/,-7[16.7 µM],-8,19,-0.6,1
CC(C)CN(C(=O)CSc1nc2ccccc2c(=O)n1C)C1CCS(=O)(=O)C1 (stereo not drawn),-8,-15,/,2,15,-1.2,-4
S=c1[nH]nc(COc2ccccc2)n1/N=C/C=C/c1ccco1,-2,-6,-4,10,-31,-0.9,4
Cc1nc(C(C)NC(=O)CCc2nnc(Cc3c[nH]c4ccccc34)o2)cs1 (stereo not drawn),1,10,/,10,/,-2.5,/
CC(C)Oc1ccc(C(=O)OCC(=O)NC2CCCCCC2)cc1,0,-6,/,0,-44,-0.9,/
CN1C(=O)CC(Sc2ncccc2C(=O)O)C1=O (stereo not drawn),/,/,1,/,31,/,-6
COc1ccc(S(=O)(=O)N2CCOCC2)cc1N(C)S(=O)(=O)c1ccc(C)cc1,-6,0,/,/,-5,3.2,9
C/C(CC(=O)NCc1ccco1)=N\NC(=O)COc1ccc(C)cc1,/,65*,-2,4,-1,-0.1,-7
O=C(Nc1ccccc1F)N1C[C@@H]2[C@H](c3ccccc31)[C@@H](CO)N2C(=O)c1ccccn1,10,-39,4[16.7 µM],-5,8,-1.1,/
Cc1ccc(-c2c(C(=O)Nc3ccccc3C)c(C)[nH]c(=S)c2C#N)o1,3,3,2,5,0,-1.3,-8
Cc1ccccc1C(=O)N1CCC(C(=O)Oc2ccc(C#N)cc2)CC1,-5,0,/,8,0,2.6,/
